HTRA1 inh – HTRA1 serine protease inhibitors, primary screen, biochemical, fluorescence polarization, HTS | Q92743 | inhibition, % at 5.96 µM | recombinant HTRA1, FP-rhodamine activity-based probe | actives 0.5% (n = 340,000); in the data active = inhibition above about 36%;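 note: 0% = enzyme with DMSO and 100% = wells lacking enzyme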
LEDGF integ inh – blockers of LEDGF/p75-dependent integrase strand transfer – biochemical, TR-FRET, high throughput, primary screen; HIV-1 integrase (with human LEDGF/p75); TR-FRET IN-LEDGF/p75 DNA integration, Eu/Cy5; inhibition, % at 3.7 µM; actives 0.64% (n = 370,000); AID 743269, 2014;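 active = inhibition above the screen-wide mean plus 3 SD, cut at about 13% in these data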;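 note: signal is the Cy5 over europium emission ratio at 671 and 618 nm; 0% = plate median of compound wells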
TCR CD3 inh – inhibitors of human TCR-CD3 interaction, primary screen, biochemical, fluorescence, TAMRA-labeled TCR probe; actives 0.37% (n = 360,000); inhibition, % at 9.4 µM; T-cell receptor (TCR); in the data active = inhibition above about 19%;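 note: recombinant mutant TCR 2C K166C tagged with TAMRA read by polarization; 0% = receptor in buffer alone and 100% = receptor with positive control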
GC-B act – human GC-B receptor activators, primary screen, HEK293 GC-B cells, cGMP TR-FRET, EC30 CNP. Atrial natriuretic peptide receptor 2 (Homo sapiens), P20594. 0% at EC30 CNP, 100% saturating CNP. activation, % at 10 µM. actives 0.11% (n = 370,000). AID 1920062, 2024;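 active = activation at 10 µM reaching about 35% in either raw or pattern-adjusted values, limit read from the data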
SIAE inh – human SIAE inhibitors, primary screen, biochemical, fluorescence polarization, FP-Rh probe, 1536-well HTS; SIAE FP-Rh probe binding; inhibition, % at 9.66 µM; actives 0.69% (n = 370,000); AID 1053197, 2014;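 active = inhibition above a cutoff: mean of compounds within the control limits plus 3 SD of those, cut at about 17% in these data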;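 note: 0% = plate median of compound wells and 100% = probe without SIAE protein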
Target sequence (Q9HAT2 whole entry, looked up): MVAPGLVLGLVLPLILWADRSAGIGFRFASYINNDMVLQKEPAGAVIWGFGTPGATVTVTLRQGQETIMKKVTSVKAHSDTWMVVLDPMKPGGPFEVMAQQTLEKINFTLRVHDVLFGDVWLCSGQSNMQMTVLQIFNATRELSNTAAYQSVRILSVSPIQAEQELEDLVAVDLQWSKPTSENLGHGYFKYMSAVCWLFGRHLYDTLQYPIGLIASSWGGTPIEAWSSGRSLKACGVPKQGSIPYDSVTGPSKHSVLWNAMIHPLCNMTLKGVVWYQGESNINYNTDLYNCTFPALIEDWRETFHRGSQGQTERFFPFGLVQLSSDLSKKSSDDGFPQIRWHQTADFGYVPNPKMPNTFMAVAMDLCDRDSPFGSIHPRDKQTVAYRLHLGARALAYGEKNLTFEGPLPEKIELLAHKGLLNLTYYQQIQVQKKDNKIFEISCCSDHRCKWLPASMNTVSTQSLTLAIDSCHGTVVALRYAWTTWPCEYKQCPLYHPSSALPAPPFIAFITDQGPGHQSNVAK
PRMT1 FP inh – PRMT1 methyltransferase inhibitors, primary screen, biochemical, fluorescence polarization; recombinant PRMT1, activity-based probe fluorescence polarization; inhibition, % at 2.79 µM; actives 1.3% (n = 370,000);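 active = inhibition above about 21% made by adding two undisclosed values, limit read from the data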
rCAG RNA binder – binders of r(CAG) RNA repeats, primary screen, biochemical, fluorescence; r(CAG) RNA repeat, TO-PRO-1 dye displacement fluorescence; inhibition, % at 3 µM; actives 1.3% (n = 370,000); AID 651821, 2012;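 active = inhibition above the plate cutoff, the mean of all test compounds on that plate plus 3 SD, cut at about 35% in these data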;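 note: 0% = DMSO alone and 100% = 100 µM mitoxantrone as full dye displacement; higher means more dye released from RNA so lower well fluorescence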
TDP2 absorb – human TDP2 enzyme inhibitors, primary screen, biochemical, epi absorbance, recombinant enzyme. Tyrosyl-DNA phosphodiesterase 2 (Homo sapiens), O95551. T5PNP hydrolysis, p-nitrophenol absorbance 415 nm. inhibition, % at 12.8 µM. actives 0.34% (n = 370,000). AID 720702, 2013;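 active = inhibition above the mean of all tested compounds plus 3 SD, set per campaign, cut at about 25% in these data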;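 note: 0% = DMSO with enzyme and 100% = buffer with substrate but no TDP2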
Target sequence (O95551 whole entry, looked up): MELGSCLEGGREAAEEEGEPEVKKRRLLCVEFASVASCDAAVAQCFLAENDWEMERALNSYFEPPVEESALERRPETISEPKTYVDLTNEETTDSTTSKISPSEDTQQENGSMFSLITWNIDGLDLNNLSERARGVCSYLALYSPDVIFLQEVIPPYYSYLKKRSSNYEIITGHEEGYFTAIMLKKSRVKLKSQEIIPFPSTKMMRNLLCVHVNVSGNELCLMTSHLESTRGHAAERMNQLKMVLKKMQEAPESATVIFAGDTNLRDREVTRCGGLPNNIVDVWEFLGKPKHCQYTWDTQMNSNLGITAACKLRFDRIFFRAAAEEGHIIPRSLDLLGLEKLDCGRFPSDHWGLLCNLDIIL
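Test system: human TDP2 enzyme; Input: 120 nM TDP2 per well; Buffer or medium: Mg2+-containing Tris-HCl buffer, pH 7.5; Reagent: 5 mM T5PNP; Dosing: 12.8 µM single point, 1% DMSO; Incubation: reaction 2 h, 37 °C; Detection: p-Nitrophenol epi absorbance; Read-out: % inhibition relative to enzyme-containing and enzyme-free wells; Replicates: single well per compound.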
mABHD4 FP – ABHD4 inhibitors, primary screen, biochemical, fluorescence polarization, mouse; purified mABHD4, FP-Rh probe fluorescence polarization; inhibition, % at 8.92 µM; actives 0.54% (n = 370,000); AID 720543, 2013;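 active = inhibition exceeding the mean over every tested compound plus 3 SD, cut at about 30% in these data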;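 note: 0% = plate median of compound wells and 100% = S159A mutant with DMSO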
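Material: mouse ABHD4 enzyme, wild type; Benchmarks: S159A mutant high control, sample median low control; Buffer or medium: HEPES pH 7.0, NaCl, Pluronic buffer; Signal: fluorescence polarization; Read-out: percent inhibition of probe binding, normalized to plate controls; Timing: pre-incubation 45 min, probe exposure 60 min, at 25 °C; Dosing: 8.92 µM, single dose.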
MBD2 inh – inhibitors of MBD2 binding to methylated DNA, primary screen, biochemical, TR-FRET, DNA-binding domain, human; MBD2 binding to methylated oligonucleotide; inhibition, % at 4.4 µM; actives 0.31% (n = 370,000); in the data active = inhibition above about 13%
* hit, by the source's call; x = no result given.

SMILES | HTRA1 inh | LEDGF integ inh | TCR CD3 inh | GC-B act | SIAE inh | PRMT1 FP inh | rCAG RNA binder | TDP2 absorb | mABHD4 FP | MBD2 inh
O=C(O)C[C@H]1c2cc(F)ccc2S(=O)(=O)N1Cc1ccccc1 | -2 | -2 | 1 | 2 | 3 | -2 | -1 | 7 | -1 | 1
Cc1onc(-c2ccccc2)c1C(=O)Nc1ccccc1NC(=O)c1c(-c2ccccc2)noc1C | 2 | 2 | 7 | -7 | -1 | -3 | 0 | 3 | -4 | -1
COc1ccc(C(C(=O)NC2CCCCC2)N(Cc2cccs2)C(=O)Cc2c[nH]c3ccccc23)cc1 (stereo unspecified) | -10 | 0 | 0 | -9 | 0 | 3 | 9 | -13 | 8 | 2
O=C1C(Cl)=C(NCCc2ccccc2)C(=O)c2ccccc21 | 27 | 7 | -1 | -4 | 0 | 66* | 3 | 19 | 23 | -18
CCc1ccc(NC(=O)CSc2nnc(-c3cccs3)n2CC)cc1 | -23 | -1 | 0 | -4 | 1 | -2 | -7 | -10 | -6 | -6
CSc1ccccc1C(=O)Nc1ccc2c(c1)OCO2 | 4 | 2 | -2 | 5 | -2 | 12 | -1 | -16 | 1 | -2
CCCCCC[n+]1ccccc1/C=C/c1ccc(N(C)C)cc1 | x | 0 | -20 | -8 | -48 | 0 | -20 | -14 | -96 | -28
CCCCNC(=O)C1CCN(S(=O)(=O)c2ccc3c(c2)CC(C)N3C(=O)C2CC2)CC1 (stereo unspecified) | 3 | 5 | 3 | -6 | -2 | -10 | 2 | 6 | 1 | 6
COc1ccc(CNC(=O)COc2ccc(F)cc2)cc1 | 10 | -3 | 8 | -3 | -3 | -1 | 2 | -1 | -2 | 1
CCC(CC)C(=O)N1c2ccc(F)cc2CCC1C (stereo unspecified) | -10 | -2 | -2 | -6 | -2 | -2 | 5 | 0 | 5 | 0
CN(C)c1ccc(/C=N/NC(=O)CCCCCNC(=O)c2ccccc2)cc1 | 5 | -5 | -5 | 0 | 2 | 3 | -4 | -5 | 1 | -6
Clc1cccc(Oc2ncc(CN3CCOCC3)s2)c1 | 2 | -4 | 5 | 9 | -1 | -2 | 0 | 4 | -3 | -2
CCN(CC(=O)NCc1cccs1)C(=O)c1ccc(NS(=O)(=O)c2cccc([N+](=O)[O-])c2)cc1 | 2 | -2 | -3 | 1 | 4 | -4 | 14 | -6 | 3 | -5
CN(C)c1ccc(NC(=O)c2cccc(N3C(=O)C4C5C=CC(C5)C4C3=O)c2)cc1 (stereo unspecified) | 5 | -3 | -4 | 0 | 8 | 2 | -3 | 6 | 5 | 7
CC(C)C[C@H]1CNC(=S)N1CC1CCN(CC2CCC(C(C)(C)C)CC2)CC1 (stereo partly specified) | -2 | -1 | 1 | 0 | -8 | 3 | -2 | -3 | 9 | 1
O=C(NCc1nc2ccccc2[nH]1)C1=C[C@H](c2ccc3c(c2)OCO3)C[C@H](OCCCCO)O1 | -4 | -2 | -2 | 1 | 0 | -1 | 9 | -6 | -1 | -1
Cc1oc(C(=O)Nc2ccc(C(=O)O)cc2)cc1COc1ccccc1 | -10 | 3 | 0 | -1 | 1 | 4 | 12 | 2 | -25 | 2
CCOC(=O)c1ccc(NC(=O)C2C3CCC(C3)C2C(=O)O)cc1 (stereo unspecified) | 4 | 4 | 4 | 0 | -4 | 0 | -1 | -5 | 0 | 0
Cc1nc2nc(C)c(NS(=O)(=O)c3ccc(C4CCCCC4)cc3)c(=O)n2[nH]1 | -1 | -1 | -2 | 3 | 5 | 3 | 38* | 8 | -5 | 4
Nc1nc2ccc(-c3nc4ccccc4o3)cc2s1 | -28 | 3 | 1 | -10 | -11 | 1 | 10 | -3 | -13 | 1
C=CCc1cccc(C=NNC(=O)c2ccco2)c1O | x | -7 | x | -10 | 1 | 0 | 5 | 0 | -4 | 1
O=C(CN1C(=O)COc2ccc(Cl)cc21)Nc1ccc(N2CCOCC2)cc1 | 8 | -3 | -1 | -1 | 6 | 0 | -3 | 12 | 7 | -1
COC(=O)C(Cc1ccccc1)NC(=O)CCC(=O)NC(C)CCc1ccccc1 (stereo unspecified) | 1 | 2 | -4 | 0 | 5 | 4 | -11 | -5 | -3 | 6
CCN(C(=O)CSc1nc(C)c(C)c(C)n1)C1CCS(=O)(=O)C1 (stereo unspecified) | -24 | 1 | -3 | 2 | 0 | 5 | -3 | 0 | 1 | 5
Cc1cc(NC(=O)CCC(=O)N(CC(C)C)C(C(=O)NC(C)(C)C)c2ccccc2Cl)no1 (stereo unspecified) | 0 | -3 | -6 | -1 | 4 | 3 | -8 | -11 | -4 | 3

Random excerpt: 3 entries already listed, in no set order.
SMILES | HTRA1 inh | LEDGF integ inh | TCR CD3 inh | GC-B act | SIAE inh | PRMT1 FP inh | rCAG RNA binder | TDP2 absorb | mABHD4 FP | MBD2 inh
Cc1nc2nc(C)c(NS(=O)(=O)c3ccc(C4CCCCC4)cc3)c(=O)n2[nH]1 | -1 | -1 | -2 | 3 | 5 | 3 | 38* | 8 | -5 | 4
COC(=O)C(Cc1ccccc1)NC(=O)CCC(=O)NC(C)CCc1ccccc1 (stereo unspecified) | 1 | 2 | -4 | 0 | 5 | 4 | -11 | -5 | -3 | 6
COc1ccc(CNC(=O)COc2ccc(F)cc2)cc1 | 10 | -3 | 8 | -3 | -3 | -1 | 2 | -1 | -2 | 1

Other compounds.
SMILES | HTRA1 inh | LEDGF integ inh | TCR CD3 inh | GC-B act | SIAE inh | PRMT1 FP inh | rCAG RNA binder | TDP2 absorb | mABHD4 FP | MBD2 inh
Cc1cccc(CNC(=O)CCc2nnc(C3CCCCC3)o2)c1 | -2 | -3 | 1 | 1 | -3 | 3 | -2 | -11 | -5 | 2
CC1CCN(C(=O)/C(=C/c2ccccc2Cl)c2ccccc2)CC1 | -28 | 1 | -4 | -10 | 0 | -4 | -6 | -11 | 4 | -1
CC(C)CCN(N=O)[C@@H](Cc1ccccc1)CN(N=O)[C@@H](Cc1ccccc1)CN(C)N=O | 0 | 1 | -4 | -8 | -2 | 2 | 3 | 2 | 2 | -1
Fc1cccc(Cl)c1CSc1ccc2nnc(-c3ccccn3)n2n1 | 2 | 2 | -1 | -6 | 0 | -2 | 1 | -1 | 9 | -2
CC(C)[C@H](NS(=O)(=O)c1ccccc1)C(=O)OCC(=O)Nc1ccccc1Sc1ccccc1 | -3 | -5 | 6 | -1 | -7 | -1 | 3 | -4 | -7 | -5
CCc1nc2ccc(C(=O)Nc3ccc(OC)c(OC)c3)cn2c1N(C)Cc1ccc(OC)cc1 | x | -3 | 7 | 0 | 6 | 2 | 4 | -9 | -1 | 2
COc1ccc(S(=O)(=O)n2ccc(-c3cnc(-c4ccccc4)s3)n2)cc1 | -52 | -4 | 2 | -2 | -32 | 3 | 19 | -9 | -56 | 1
Cc1cc(=O)oc2cc(OCC(=O)OCC(=O)N(CCC#N)c3ccccc3)ccc12 | 2 | 4 | 0 | -3 | 7 | -4 | -3 | -7 | 10 | -5
O=C(CSc1ccc(-c2ccccc2)nn1)N1CCCCC1 | 5 | -5 | -7 | 2 | 5 | 6 | -7 | 3 | 4 | 2
O=C(NCC(c1ccc(F)cc1)N1CCOCC1)c1ccc(-c2ccccc2)cc1 (stereo unspecified) | -23 | 3 | -9 | -2 | 1 | -3 | -1 | -9 | -11 | -4
COc1ccc(-c2ccc3c(c2)S(=O)(=O)c2cccc(C(=O)N4CCN(c5c(Cl)cncc5Cl)CC4)c2C3=O)cc1OC | -3 | 3 | -3 | 12 | -1 | 1 | 18 | 10 | 1 | -5
O=C(c1ccc2c(c1)OCO2)N1CCN(S(=O)(=O)c2ccccc2)CC1 | 0 | -2 | 12 | 6 | 0 | 0 | -1 | 1 | 1 | -9
C=C(C)[C@@H]1CCC2(C(=O)O)CC[C@]3(C)[C@H](CC[C@@H]4[C@@]5(C)CCC(=O)C(C)(C)[C@@H]5CC[C@]43C)[C@@H]12 (stereo partly specified) | -4 | 0 | -5 | 1 | -2 | -2 | 4 | -4 | -3 | -3
CCCCCCCCS(=O)c1sc2nc3c(cc2c1N)CCCC3 (stereo unspecified) | -16 | -1 | -7 | 0 | -3 | 24* | 18 | -10 | -10 | 4
O=S(=O)(NC1CCCCC1N1CCOCC1)c1ccc(Cl)cc1 (stereo unspecified) | 6 | -1 | 3 | -12 | -5 | 4 | -4 | -8 | -11 | 8
Cn1c(=O)c2c(nc(N3CCN(c4ccccc4)CC3)n2CCCc2ccccc2)n(C)c1=O | -4 | 0 | 4 | -4 | 0 | -1 | -1 | 1 | 2 | 7
COc1cc(C(=O)NCCOc2ccc(F)cc2)c(Br)c(OC)c1OC | -3 | 0 | 7 | -2 | -3 | 1 | -2 | -4 | -2 | -1
Cc1cccc(OCCOc2ccc(/C=N/NC(=O)Cc3nnc(N)s3)cc2)c1 | -6 | 0 | 8 | -13 | -2 | 2 | 2 | 2 | 6 | 3
CCN(CC)C(=O)c1cn(-c2ccccc2)nc1-c1ccc2c(c1)OCCO2 | -17 | 1 | -2 | -3 | 0 | -2 | -5 | 5 | -1 | 1
CC1(C)CC(=O)c2c(Cc3ccccc3)n[nH]c2C1 | 1 | 2 | -3 | 3 | 3 | 1 | 1 | 0 | 2 | 5
Cc1ccc(CNC(=O)C2CCC(=O)N(CCCN3CCOCC3)C2)cc1 (stereo unspecified) | 4 | -3 | 2 | -1 | 5 | -2 | -2 | 12 | 4 | 2
C(=N\Nc1ccccc1)/c1nc2ccccc2s1 | 12 | 0 | 5 | -10 | -5 | 1 | 11 | -9 | 0 | -2
O=C(C1=C(O)C(=O)N(CC2CCCO2)C1c1cccc(O)c1)c1ccco1 (stereo unspecified) | -3 | 4 | 10 | 0 | 5 | 0 | 2 | 27* | 13 | 0
CC(=O)Nc1ccc(NC(=S)Nc2ccc(Br)cc2)cc1 | 1 | -3 | 1 | -2 | -1 | -4 | -3 | 6 | 1 | 1
CC(Cc1ccccc1)C(=O)NCc1ccncc1 (stereo unspecified) | 3 | 1 | 0 | 5 | 8 | -2 | 0 | 4 | 4 | -5
CC1CCN(S(=O)(=O)c2cc(Cl)ccc2Br)CC1 | -9 | -4 | 0 | -8 | -4 | 3 | -4 | -3 | 3 | -1
O=C(CNS(=O)(=O)c1cccc(C(F)(F)F)c1)Nc1ccccc1F | -6 | -2 | 8 | -1 | 4 | 1 | -1 | 0 | -6 | 4

Compound activity as filed in PubChem BioAssay.

Only part of the results is shown; the hit share may differ from the screen's.
